Screening data (PubChem)
Myeloid diff MLP: induction of myeloid progenitor differentiation, primary screen, cell-based, flow cytometry, MLPCN library. ER-HoxA9 myeloid progenitors, lysozyme-GFP differentiation. calls only at 10 µM. hit rate 1% among 360,000;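 active = normalized GFP-positive differentiation at or above the plate's own cutoff, the solvent-only control mean plus 3 SD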;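 also: cells exposed to compound for four days before flow analysis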
Ins promoter up: insulin promoter activators in MIN6 cells, imaging, high-content screening, mouse beta cells | MIN6 insulin promoter-GFP reporter; active compounds read high | z-score at 5 µM | hit rate 0.3% among 190,000 | AID 1625, 2009;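 active = z-score above 3 at 5 µM with at least 500 cells counted in the well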
bCat nuc transl: modulators of beta-catenin nuclear translocation, primary screen, imaging, HeLa cells, immunofluorescence, high-content | nuclear translocation activity, % at 5 µM | hit rate 0.3% among 190,000;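 active = nuclear translocation activity above 50% at 5 µM, with a well cell count of 50 or more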;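 also: per-cell ratio of nuclear to cytoplasmic median beta-catenin stain intensity; plate controls were DMSO negative control for no effect and GSK-3 inhibitor IX positive control for full effect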
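Read-out: Nuclear/cytoplasmic beta-catenin signal ratio, % activation | Assay system: Human HeLa cell line | Times: 24 h compound exposure at 37°C, 5% CO2 | Signal: Fluorescence imaging of beta-catenin antibody stain plus DAPI | Dosing: 5 µM primary, 0.02–20 µM confirmation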
MT stabilize HCS: microtubule stabilizers in HeLa cells, primary screen, imaging, high-content imaging; HeLa tubulin immunostaining HCS, 24 h; share of cells brighter than vehicle mean+2SD; % tubulin-high responders, % at 10 µM; hit rate 0.83% among 200,000;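 active = plate Z-score above 3 for both tubulin-high and condensed-nucleus cell shares, with cell loss under 80%, at 10 µM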;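 also: anti alpha tubulin signal scored within the nucleus-defined area of each cell; some results filed as inactive read as strong as hits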
Lipid droplet: inhibitors of hepatocyte lipid droplet formation, primary screen, imaging, high-throughput imaging, BODIPY stain; AML12 mouse hepatocytes, oleate lipid droplets; inhibition, % at 6.5 µM; hit rate 0.4% among 240,000; AID 1656, 2009;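 active = lipid droplet intensity inhibited by at least 50%, with more than 500 cells counted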
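material = mouse AML12 hepatocyte cell line, fixed after treatment | also added = 100 µM oleic acid challenge | doses = compound at 6.5 µM only | schedule = overnight exposure | technique = Image-based BODIPY and DAPI two-channel analysis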
WT yeast gro inh: growth inhibition of WT strain, primary screen, mitochondrial fusion inhibitor project, WT and mutant strains, chemical genetic; mitochondrial fusion phenotypic screen; inhibition, % at 10 µM; hit rate 2.1% among 190,000; AID 1362, 2008; in the data active = inhibition above about 58%; tested in S. cerevisiae
T cell modulator: modulators of CD8 T cell-vesicle binding, primary screen, mouse 2C CD8+ T cells, flow cytometry | 2C CD8+ T cell-vesicle binding; active compounds read low | calls only at 7 µM | hit rate 0.068% among 330,000 | AID 2052, 2009;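 active = response, share of CD8 T cells binding vesicles, and their 90th percentile fluorescence all below set limits, cut at about 80% in these data, passing the limit was not always enough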
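System: murine 2C transgenic CD8+ T lymphocytes; also added: QL9-loaded Drosophila micro-vesicles; times: binding 1.5 h at 37 °C; measured by: flow cytometry, PE anti-B7-1 (FL2) versus Alexa647 anti-CD8 (FL8), PFA-fixed; control set: Peptide-free naked vesicles (low) and QL9 vesicles with 0.7% DMSO vehicle (high)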
Autophagy HCS: autophagy modulators in MEF cells, primary screen, imaging, high-content, MEF GFP-LC3 | MEF GFP-LC3 puncta imaging; test concentration mostly 10 µM | hit rate 0.98% among 190,000 | calls only at 10 µM (by protocol) | AID 463193, 2010;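 active = percentage of spot-positive cells more than 3 SD above its plate mean, without a fluorescence outlier flag or 80% toxicity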;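 also: spot-positive cell cutoff set from DMSO-treated cells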
West Nile antiviral: West Nile virus antiviral activity, cell-based, CPE readout (AID 1621). hit rate 0.02% among 290,000. CPE inhibition, % at 10 µM, or IC50 in µM where a hit was titrated. West Nile virus-infected cells, CPE inhibition; higher % means a stronger effect; in the data active = a potency from the dose series; also: strong numbers were not always called active
WT yeast gro inh mutant strain: also measured in WT yeast gro inh; calls as there; inhibition, %; mitochondrial fusion phenotypic screen, mutant strain inhibition
Ins promoter up cell count: second read-out of Ins promoter up, no call of its own (marks repeat the call); cell count; measured here: cytotoxicity, nuclei count;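 total cells summed across four imaged fields per well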
Lipid droplet cells 6.5 µM: also measured in Lipid droplet; calls as there; cell count; measured here: cell count, cytotoxicity flag;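 cells counted across two imaged fields per well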
bCat nuc transl cell count 5 µM: further read-out of bCat nuc transl, marked with its call; cell count; measured here: cell count, cytotoxicity flag
T cell modulator vesicle-bound %: recorded beside T cell modulator, whose call it bears; double positive events, %; measured here: CD8+ vesicle-bound cell fraction;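 binding gate set so that unloaded-vesicle control wells show 10% double positive cells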
MT stabilize HCS Hoechst-high %: recorded beside MT stabilize HCS, whose call it bears; % Hoechst-high responders; measured here: nuclear condensation Hoechst responders;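 share of cells brighter than vehicle mean plus two SD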
MT stabilize HCS cytotoxicity %: recorded beside MT stabilize HCS, whose call it bears; toxicity, %; measured here: cytotoxicity by cell density;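 0% = mean cell density of plate MIN control wells and 100% = no cells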
Autophagy HCS cell loss 18 h: recorded beside Autophagy HCS, whose call it bears; toxicity, %; measured here: cell loss, nuclei count;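 cell loss after 18 h compound exposure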
Myeloid diff MLP GFP+ MAC1+ %: recorded beside Myeloid diff MLP, whose call it bears; GFP+ MAC1+ double positive, %; measured here: differentiation confirmed by MAC1 staining
The depositor's hits bear a star; i = inactive; . = not tested or not shown; + = active, no number.

molecule,Myeloid diff MLP,Myeloid diff MLP GFP+ MAC1+ %,Ins promoter up,Ins promoter up cell count,bCat nuc transl,bCat nuc transl cell count 5 µM,MT stabilize HCS,MT stabilize HCS Hoechst-high %,MT stabilize HCS cytotoxicity %,Lipid droplet,Lipid droplet cells 6.5 µM,WT yeast gro inh,WT yeast gro inh mutant strain,T cell modulator,T cell modulator vesicle-bound %,Autophagy HCS,Autophagy HCS cell loss 18 h,West Nile antiviral
CCC1CCCCN1C(=O)C1CC(c2cc(Cl)c(OC)cc2OC)=NO1 (stereo not drawn),i,2.0,-1,1301,0.4,1024,2.8,1.4,6.0,-4,748,-3,0,i,20,i,4,-0.3%
COCCNC(=O)NC(=O)COC(=O)c1cc([N+](=O)[O-])ccc1Sc1nc(C)cs1,i,0.8,-0.06,1510,-1.4,1370,2.3,1.9,4.8,.,.,3,-5,i,34,i,-6,0.4%
Cc1cc(C)nc(SCc2ccc(C(=O)N/N=C/c3cccnc3)cc2)n1,i,1.6,-0.06,1269,1.3,1065,2.4,2.0,17,1,649,0,-5,i,21,i,1,-0.8%
COc1ccc(C(NC(=O)CC(C)C)c2c(O)ccc3ccccc23)cc1 (stereo not drawn),i,0.4,.,.,.,.,.,.,.,-8,784,.,.,i,71,.,.,-0.5%
CCOc1ccc(NC(=O)c2ccccc2OCC(=O)c2ccccc2)cc1,i,0.4,-0.57,804,.,.,2.4,2.3,6.2,.,.,26,4,i,33,i,-11,0.3%
Fc1ccccc1NC(=S)Nn1cnnc1,i,6.9,.,.,.,.,.,.,.,-44,863,.,.,i,67,.,.,0.1%
CCOC(=O)C1=C(C(F)(F)F)Nc2ncnn2C1c1ccc(OC)cc1OC (stereo not drawn),i,0.7,0.16,1312,-0.9,494,3.6,3.2,6.6,4,617,-14,-14,i,54,i,1,-0.3%
O=C(COc1ccccc1)Nc1nnc(-c2ccc(F)cc2)o1,i,1.2,.,.,.,.,.,.,.,-2,706,.,.,i,44,.,.,-0.3%
N/C(Cn1cncn1)=N\OC(=O)c1ccc(Cl)cc1Cl,i,0.0,0.04,1436,-2.3,1072,4.4,1.6,7.8,6,711,-14,12,i,47,i,5,-1.1%
C=CCc1ccc(OCC(O)CN2CCN(Cc3ccccc3)CC2)c(OC)c1 (stereo not drawn),i,0.0,-0.37,1478,0.3,1503,2.4,1.2,9.1,1,610,10,32,i,48,i,-20,-0.8%
CCc1n[n+](CC(=O)c2ccccc2)c(N)s1,i,0.2,0.8,1199,2.8,977,5.8,2.7,11,4,674,8,32,.,.,i,-6,-1.0%
O=C(Oc1ccc(Br)cc1C(=S)N1CCOCC1)c1ccccc1,i,0.3,.,.,.,.,.,.,.,-6,800,.,.,i,24,.,.,-0.1%
Cc1cccc(N(CC(O)CN(C)C)S(=O)(=O)c2ccccc2)c1 (stereo not drawn),i,0.5,-0.7,1309,-1.8,1100,1.6,1.2,5.1,-13,758,7,8,i,39,i,8,0.4%
CCC(C)CCCCNC1=NCCS1 (stereo not drawn),i,0.7,0.01,1139,0.0,1099,2.7,3.5,9.0,6,701,77,83,i,22,i,-3,-1.2%
c1cc(-c2noc(CC3CCCCC3)n2)ccn1,i,0.3,-1.2,1098,-9.1,945,3.9,3.6,7.8,.,.,-7,-3,i,28,i,12,-0.1%
CCc1ccc(N(CC(=O)NC(C)(C)C)C(=O)CCC(=O)Nc2ccccn2)cc1,i,0.8,.,.,.,.,.,.,.,5,811,.,.,i,43,.,.,-1.1%
CCOc1ccc(CNC(=O)c2ccc3nc(N4CCOCC4)sc3c2)cc1,i,1.6,.,.,.,.,.,.,.,12,760,.,.,i,29,.,.,-0.6%
COc1ccc(-c2nn(-c3ccccc3)cc2/C=N/N2C(=O)CSC2=S)cc1,i,5.4,.,.,-2.9,1046,2.7,1.9,4.8,13,799,87,89,i,58,i,9,0.2%
CCCNS(=O)(=O)c1cccc(C(=O)NC2CCCc3ccccc32)c1 (stereo not drawn),i,2.1,0.47,759,.,.,1.4,1.1,7.4,-16,759,8,4,i,40,i,-1,0.1%
COc1ccccc1NC(=O)CN(Cc1ccco1)C(=O)c1cncc(Br)c1,i,0.3,-0.06,1470,-1.7,1066,.,.,.,-9,695,.,.,i,22,.,.,-0.5%
CC(C)CCNC(=O)C(C)N(Cc1ccc(F)cc1)C(=O)c1ccc(CN2CCOCC2)o1 (stereo not drawn),i,0.6,.,.,0.6,1605,2.1,2.3,13,16,722,3,-3,i,35,i,-1,-1.3%
CC(=O)c1c(O)cc(C)n(Nc2nc(C)cc(C)n2)c1=O,i,0.9,-0.46,1200,.,.,3.9,1.4,69,16,658,38,24,i,38,i,3,1.2%
O=S(=O)(O)c1ccc(N=NNc2ccc(Br)cc2)cc1,i,0.4,.,.,.,.,.,.,.,-1,725,.,.,i,21,.,.,0.1%
O=C(COC(=O)c1ccc2c(c1)OCCO2)Nc1cc(S(=O)(=O)N2CCOCC2)ccc1Cl,i,0.6,-1,1276,-1.5,1070,3.7,1.7,7.1,29,692,-6,14,i,45,i,-1,0.0%
Cc1cccc(NC(=O)CSc2nnc(NC(=O)c3ccco3)s2)c1,i,1.1,0.69,882,1.5,1089,4.7,2.9,9.0,-2,702,-21,-7,i,26,i,-7,0.4%

Remaining list, next part
molecule,Myeloid diff MLP,Myeloid diff MLP GFP+ MAC1+ %,Ins promoter up,Ins promoter up cell count,bCat nuc transl,bCat nuc transl cell count 5 µM,MT stabilize HCS,MT stabilize HCS Hoechst-high %,MT stabilize HCS cytotoxicity %,Lipid droplet,Lipid droplet cells 6.5 µM,WT yeast gro inh,WT yeast gro inh mutant strain,T cell modulator,T cell modulator vesicle-bound %,Autophagy HCS,Autophagy HCS cell loss 18 h,West Nile antiviral
CCn1c(=O)n(CC(=O)N(C)Cc2ccccc2)c(=O)c2ccccc21,+,7.5*,0.07,1083,.,.,2.9,2.2,3.5,-19,572,1,0,i,14,i,1,0.1%
CCOC(=O)/C(=C/C=C1\Sc2cc(OCC)c(OCC)cc2N1CC)C(C)=O,+,8.9*,16*,1083*,.,.,54,2.1,9.0,45,637,8,-10,i,61,+,-2.7*,.
CC1CC(C)CN(C(=O)Cn2nnc(-c3ccccc3)n2)C1 (stereo not drawn),i,0.7,.,.,.,.,.,.,.,0,751,.,.,i,10,.,.,-0.7%
N#Cc1nc(-c2cccs2)oc1N1CCN(Cc2ccccc2)CC1,i,3.1,0.58,1088,2.1,875,3.6,2.0,72,-7,770,-5,3,i,35,i,2,-0.4%
CN(c1ccccc1)S(=O)(=O)c1ccc(Cl)c(C(=O)Nc2ccc(N3CCOCC3)cc2)c1,i,0.9,-1,1540,0.6,1077,2.4,1.6,0.7,4,669,0,-25,i,45,i,17,-0.6%
OCC1(CCOc2ccccc2)CCN(Cc2ccccc2OC(F)F)CC1,i,0.1,.,.,.,.,.,.,.,-3,800,.,.,i,57,.,.,-0.2%
Cc1ccc(/C=C2/Sc3ccc(C(=O)NCCN4CCOCC4)cc3NC2=O)cc1,i,3.1,.,.,.,.,.,.,.,-5,712,.,.,i,10,.,.,0.1%
C=CCN(CC=C)C(=S)NC(=O)c1ccc([N+](=O)[O-])cc1,i,0.7,-0.07,1161,-2.2,1165,6.6,1.7,6.7,9,685,66,69,i,36,i,-2,1.4%
O=C(CSc1nnc(NC(=O)C2CC(=O)N(c3ccc(F)cc3)C2)s1)NCC1CCCO1 (stereo not drawn),i,1.0,.,.,.,.,.,.,.,-3,855,.,.,i,14,.,.,0.1%
CN(C)c1ccc(/C=N/N(Cc2ccccc2)c2ccccc2)cc1,i,0.4,-0.23,1396,0.6,985,4.6,2.6,10,17,659,5,-3,i,10,i,24,-0.2%
O=C(NCc1cccs1)C1CCN(S(=O)(=O)c2cccc3nsnc23)CC1,i,1.4,.,.,.,.,5.1,3.6,8.8,.,.,-7,5,i,57,i,0,-0.1%
CN1CCN(c2nc3c(c(=O)[nH]c(=O)n3C)n2CC(N)=O)CC1,i,5.5,0.32,1118,-4.4,1080,1.9,2.3,7.9,.,.,1,6,i,10,i,-6,0.3%
O=C(CCNC(=O)c1ccccc1Cl)Nc1nc(-c2ccc(F)cc2)cs1,i,0.9,-0.18,1450,0.5,1079,3.4,2.5,7.1,-17,676,5,-16,i,39,i,-8,-0.8%
CCNC(=O)N1C(=O)C2(OCCO2)c2ccccc21,i,1.2,0.61,1447,-5.4,1037,1.5,1.2,3.2,.,.,7,13,i,47,i,13,-0.6%
O=c1[nH]cc(-c2ccccc2)c(=O)[nH]1,i,0.5,-0.11,1378,-4.4,1117,.,.,.,-1,877,.,.,i,9,.,.,-0.2%
Cc1c(C(=O)c2ccccc2)oc2ccc3ccccc3c12,i,0.0,0.14,1105,0.5,1318,.,.,.,-6,713,.,.,i,58,.,.,-0.3%

3 entries picked at random from the list so far, as already listed:
molecule,Myeloid diff MLP,Myeloid diff MLP GFP+ MAC1+ %,Ins promoter up,Ins promoter up cell count,bCat nuc transl,bCat nuc transl cell count 5 µM,MT stabilize HCS,MT stabilize HCS Hoechst-high %,MT stabilize HCS cytotoxicity %,Lipid droplet,Lipid droplet cells 6.5 µM,WT yeast gro inh,WT yeast gro inh mutant strain,T cell modulator,T cell modulator vesicle-bound %,Autophagy HCS,Autophagy HCS cell loss 18 h,West Nile antiviral
CN(C)c1ccc(/C=N/N(Cc2ccccc2)c2ccccc2)cc1,i,0.4,-0.23,1396,0.6,985,4.6,2.6,10,17,659,5,-3,i,10,i,24,-0.2%
CCNC(=O)N1C(=O)C2(OCCO2)c2ccccc21,i,1.2,0.61,1447,-5.4,1037,1.5,1.2,3.2,.,.,7,13,i,47,i,13,-0.6%
O=c1[nH]cc(-c2ccccc2)c(=O)[nH]1,i,0.5,-0.11,1378,-4.4,1117,.,.,.,-1,877,.,.,i,9,.,.,-0.2%
